Source: PubChem BioAssay (several laboratories)
HIF-2a inh = inhibitors of HIF-2a; inhibition, % at 18.8 µM; AID 624352; 0.72% of 360,000 active; 786-0 RCC cells HIF-2a reporter, luciferase luminescence, overnight;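 active = inhibition of the luminescence signal of 40% or more relative to plate controls, in a single-dose primary screen at 18.75 µM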
CaV13 FRET inh = Disruptors of the CACNA1D IQ motif to Ca2+-dependent inactivation inhibitor domain association, primary screening, Förster resonance energy transfer in intact living …; HEK cells, CFP/YFP FRET ICDI-IQ, plate reader, 10 min; percent FRET-ratio fall versus neutral wells; inhibition, % at 12.3 µM; 0.098% of 340,000 active;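 active = mean replicate inhibition of at least 30% and at least 1% of replicates passing that level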;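 note: 0% = median of the neutral control wells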
NR2E3 ag = activates human NR2E3 receptor | Q9Y5X4 | CHO-S Gal4-NCOR/VP16-NR2E3 two-hybrid, luciferase | inhibition of corepressor binding, % at 3.98 µM | 0.35% of 360,000 active;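 active = inhibition above the mean of all tested compounds plus 3 SD, cut at about 70% in these data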;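 note: 0% = DMSO with NR2E3 transfected cells and 100% = cells lacking NR2E3 construct; higher means lower luciferase signal from less NR2E3 corepressor binding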
Target sequence (Q9Y5X4 whole entry, looked up, the tested form may be a part): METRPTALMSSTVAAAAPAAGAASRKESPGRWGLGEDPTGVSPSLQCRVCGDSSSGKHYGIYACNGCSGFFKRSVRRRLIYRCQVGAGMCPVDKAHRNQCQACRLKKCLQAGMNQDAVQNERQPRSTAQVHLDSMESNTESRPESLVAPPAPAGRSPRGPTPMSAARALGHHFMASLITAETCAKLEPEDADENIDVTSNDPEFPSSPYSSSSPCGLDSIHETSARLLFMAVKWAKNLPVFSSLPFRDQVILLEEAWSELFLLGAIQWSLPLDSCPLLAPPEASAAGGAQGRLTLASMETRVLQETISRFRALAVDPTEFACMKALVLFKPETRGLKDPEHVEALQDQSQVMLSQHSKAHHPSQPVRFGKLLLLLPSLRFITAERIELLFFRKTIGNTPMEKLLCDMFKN
* hit, by the source's call. This is a subset; count on the stated rates, not on these rows.

Every second line gives: HIF-2a inh, CaV13 FRET inh, NR2E3 ag
O=C1c2ccccc2C(c2nnnn2Cc2ccccc2)N1Cc1ccc2c(c1)OCO2 (stereo unspecified)
 : 3, -7, -4
O=C1NC[C@H](CCCCN2C[C@H](Cc3ccccc3)N(CCc3ccc(O)cc3)C(=O)C2=O)N(CCc2ccccc2)C1=O
 : 2, -6, -3
COC(=O)[C@]12CCCCC=C1N(Cc1cccc3ccccc13)C(=O)[C@H](CC(=O)N1CCOCC1)C2
 : 8, -11, 0
COc1ccc(Nc2c(CCc3ccccc3)nc3nc(C)cc(C)n23)cc1
 : -44, -5, -36
CCCCn1nnnc1C1(C)CCC(=O)N1Cc1ccc(C)cc1 (stereo unspecified)
 : 7, -7, -18
CS(=O)(=O)Nc1ccc(F)cc1
 : 6, -13, -12
C=CCN1[C@@H](Cc2ccccc2)COc2cc(N3CCSCC3)ccc2S1(=O)=O
 : -1, -9, -22
COc1cccc(-c2nc(Cl)nc3cc(Cl)ccc23)c1
 : 9, -9, -5
O=C(Nc1ccc([N+](=O)[O-])cc1)OC1CCS(=O)(=O)C1 (stereo unspecified)
 : -14, -15, -11
Cc1cc(C)n2c(NC3CCCCC3)c(-c3ccc(F)cc3)nc2n1
 : -37, -8, -21
CC(C)CC1OC(C)CC2=C1C(=O)OC(C)(C)O2 (stereo unspecified)
 : 9, -5, -9
O=C(NCCc1ccc(O)c(Br)c1)c1ccc(Br)o1
 : -4, -9, 3
CCOc1ccc(CCN2C(=O)C(=O)N([C@@H](CC(C)C)CN3CCC[C@H]3CN3C(=O)C(=O)NC[C@@H]3CC(C)C)C[C@@H]2Cc2ccc(O)cc2)cc1
 : 10, -6, 5
COC(=O)c1ccc2nc(-c3cccc(Cl)c3)c(Cc3cccc(F)c3)n2c1
 : -71, -5, -9
CCCCCCN1CCN(C2CN(Cc3cn(Cc4ccc(C)cc4)nn3)S(=O)(=O)C2)CC1 (stereo unspecified)
 : 6, -10, 10
COC(=O)[C@]12CCCCC=C1N(CCC1=CCCCC1)C(=O)[C@H](CC(=O)N1CCC(c3ccccc3)CC1)C2
 : 1, -5, -7
OC(c1ccccc1)(c1ccccc1)C1CCN(CCCOc2ccc3c(c2)CCCC3)CC1
 : 4, -5, 8
COc1ccc2cc3[n+](cc2c1O)CCc1cc2c(cc1-3)OCO2
 : -7, -7, -40
CCOC(=O)N1CCN(C(=O)C[C@@H]2C[C@@]3(C(=O)OCC)CCCC=C3N(Cc3ccc(Cl)cc3Cl)C2=O)CC1
 : -3, -1, 9
CC(C)n1nnnc1C1c2ccccc2C(=O)N1CCc1c[nH]c2ccccc12 (stereo unspecified)
 : -158, -7, -69

Going on with the list.
Every second line gives: HIF-2a inh, CaV13 FRET inh, NR2E3 ag
Cc1ccc(-c2nc3cc(C)c(Br)c(C)n3c2Cc2ccsc2)cc1
 : -101, -6, -29
O=C1c2ccccc2C(c2nnnn2Cc2ccccc2)N1CCOc1ccccc1 (stereo unspecified)
 : -214, -7, -119
CCOC(=O)[C@]12CCC=C1N(Cc1ccc(Cl)cc1Cl)C(=O)[C@H](CC(=O)N1CCN(C(=O)c3ccco3)CC1)C2
 : 6, -2, 6
COc1cccc(CNC(=O)[C@@H]2CCCN2C(=O)[C@@H]2CCCN2C(=O)c2cccs2)c1
 : 2, -10, -12
CC(C)C[C@H]1CN(CCCC[C@@H]2CNC(=O)C(=O)N2Cc2ccccc2)C(=O)C(=O)N1Cc1ccccc1
 : 7, -2, 15
COC(=O)[C@]12CCCCC=C1N(Cc1ccc(Cl)cc1Cl)C(=O)[C@H](CC(=O)NCc1cccc3ccccc13)C2
 : 6, -5, -20
O=C1c2ccccc2C(c2nnnn2-c2ccc3c(c2)OCCO3)N1Cc1cccs1 (stereo unspecified)
 : 7, -8, -5
CC(=O)CC1c2cc(F)ccc2C=C(c2ccsc2)N1c1ccc(C#Cc2cncn2C)cc1 (stereo unspecified)
 : 0, -4, -27
COc1ccc(-c2nc3cc(C)c(Br)c(C)n3c2Cc2ccccc2C(F)(F)F)cc1OC
 : -50, -9, -29
CCCCn1nnnc1C(c1ccccc1)N1CCN(C)CC1 (stereo unspecified)
 : 12, -7, -2
CC(C)C[C@H]1CN(CCCC[C@H]2CNC(=O)C(=O)N2CCc2ccc(O)cc2)C(=O)C(=O)N1CCc1ccc(O)cc1
 : 0, -5, 5
O=C1NC[C@@H](CCCCN2CCN(CCc3ccccc3)C(=O)C2=O)N(CCc2ccc(O)cc2)C1=O
 : 2, -4, -2
CC(C)C[C@H]1CNC(=O)C(=O)N1C[C@H]1CCCN1C[C@H](CC(C)C)N1C[C@H](CC(C)C)N(CCc2ccccc2)C(=O)C1=O
 : 6, -7, -6
Nc1[nH]c(C(=O)c2ccccc2)c(-c2ccncc2)c1C(=O)NC1CC1
 : -6, -7, -20
O=C(NCc1ccncc1)[C@@H]1CCCN1C(=O)[C@@H]1CCCN1
 : -5, -9, -1
CCCCC[C@@H](C)N1C[C@@H](COCc2ccccc2)Oc2cc(N3CCC[C@H]3C(N)=O)ccc2S1(=O)=O
 : 1, -17, -17
C[C@H]1COc2cccc(N3CCSCC3)c2S(=O)(=O)N1
 : 9, -7, -11
C[C@H](c1ccccc1)N1C[C@H](COCc2ccccc2)Oc2cc(N3CC[C@@H](O)C3)ccc2S1(=O)=O
 : 8, -6, -34
CCOC(=O)[C@]12CCC=C1N(Cc1ccccc1)C(=O)[C@H](CC(=O)N1CCCCC1)C2
 : 2, -8, -12
CCCCn1nnnc1C(c1ccccc1)N1CCN(c2ncc(C(F)(F)F)cc2Cl)CC1 (stereo unspecified)
 : 0, -5, 22

Single records, as listed above. Order of values: HIF-2a inh	CaV13 FRET inh	NR2E3 ag
Entry for `CCCCn1nnnc1C(c1ccccc1)N1CCN(c2ncc(C(F)(F)F)cc2Cl)CC1` (stereo unspecified) : 0	-5	22
Entry for `C[C@H]1COc2cccc(N3CCSCC3)c2S(=O)(=O)N1` : 9	-7	-11

Next section.
Every second line gives: HIF-2a inh, CaV13 FRET inh, NR2E3 ag
O=C(NCCN1CCC(n2c(=O)[nH]c3ccccc32)CC1)c1ccc(Cl)c(Cl)c1
 : -21, -6, 14
COc1cccc(CNC(=O)[C@@H]2CCCN2C(=O)[C@H]2CCCCN2C(=O)c2ccccc2C)c1
 : 8, -6, -21
COCCN1C(=O)COc2ccccc2C1C(=O)Nc1ccc2c(c1)OCCO2 (stereo unspecified)
 : 3, -6, -14
CCCCNc1c(-c2cc3ccccc3o2)nc2nc(C)cc(C)n12
 : -114, -9, -40
O=C1NC[C@H](CCCCN2CCN(CCC3CCCCC3)C(=O)C2=O)N(CCc2ccc(O)cc2)C1=O
 : 2, -4, -2
O=c1[nH][nH]c2c1[C@@H](c1ccc(F)cc1)O[C@H](CCc1ccccc1)C2
 : -9, -6, 7
CC(C)C[C@H]1COc2cc(N3CCC[C@H]3CO)ccc2S(=O)(=O)N1
 : -16, -8, -27
O=c1[nH][nH]c2c1[C@H](c1ccc(Cl)cc1)O[C@H](C1CC1)C2
 : 7, -10, -18
CC(C)NC(=O)C1(C#N)C=C1c1ccccc1 (stereo unspecified)
 : 7, -4, -6
COc1cc(C2(C)SCCCS2)cc(OC)c1OC
 : 5, -10, 14
COc1cc(OC)cc(C2=Cc3ccc(OC)cc3C(CC(C)=O)N2c2ccc(-c3cncnc3)cc2)c1 (stereo unspecified)
 : 13, -5, -19
CN(C)C1CN(Cc2cn(Cc3cccc(Cl)c3)nn2)S(=O)(=O)C1 (stereo unspecified)
 : -11, -9, -2
O=C1NC[C@H](CCCCN2C[C@H](Cc3ccccc3)N(CCc3ccc(O)cc3)C(=O)C2=O)N(CCc2ccc(O)cc2)C1=O
 : -4, -5, 4
COc1ccc(CNc2cccnc2Cl)cc1
 : -222, -10, -71
COC(=O)[C@]12CCCCC=C1N(Cc1ccco1)C(=O)[C@H](CC(=O)NCCC(C)C)C2
 : 9, -11, -2
Cc1cc2nc(C(C)(C)C)c(CC3CCCCC3)n2c(C)c1Br
 : 22, -6, 8
COC[C@H]1CCCN1c1ccc2c(c1)O[C@H](COCc1ccccc1)CN([C@@H](C)c1ccccc1)S2(=O)=O
 : -3, -9, -5
COC[C@@H]1CCCN1c1ccc2c(c1)O[C@H](COCc1ccccc1)CN([C@@H](C)c1ccccc1)S2(=O)=O
 : 24, -11, -5
O=C(OCCO)c1c(C2=CCCCC2)oc2c1C(OCCO)CCC2 (stereo unspecified)
 : 9, -10, 6
CCCCn1nnnc1C(c1cc2ccccc2o1)N(C)Cc1ccc(Cl)cc1 (stereo unspecified)
 : 11, -4, -22

More structures.
Every second line gives: HIF-2a inh, CaV13 FRET inh, NR2E3 ag
COc1cc(OC)cc(C2=Cc3ccc(OC)cc3C(CC(C)=O)N2c2ccc(C#CC3(N)CCCCC3)cc2)c1 (stereo unspecified)
 : -29, -5, 8
O=S1(=O)CC(N2CCCC2)CN1Cc1cn(Cc2ccc(F)cc2)nn1 (stereo unspecified)
 : -4, -12, 1
O=C1NC[C@@H](CCCCN2C[C@H](Cc3ccc(O)cc3)N(CCc3ccccc3)C(=O)C2=O)N(CCc2ccccc2)C1=O
 : 9, -7, -16
Cc1cccc(C)c1-n1nnnc1C1(C)CCC(=O)N1CCc1ccc(O)cc1 (stereo unspecified)
 : 3, -11, -9
COC[C@H]1CCCN1c1ccc2c(c1)O[C@@H](COCc1ccccc1)CN([C@H](C)c1ccccc1)S2(=O)=O
 : -8, -8, 1
CC(C)C[C@H]1COc2cc(N3CCC[C@@H]3CO)ccc2S(=O)(=O)N1
 : -6, -7, 10
CCOC(=O)[C@]12CCCC=C1N(Cc1ccc3c(c1)OCO3)C(=O)[C@H](CC(=O)N1CCOCC1)C2
 : 3, -3, -2
CCCc1c(-c2ccc(F)cc2)ncn1CCc1ccccc1OC
 : -11, -10, -29
O=c1[nH]cc(F)c(=O)n1C1OC(CO)C(O)C1O (stereo unspecified)
 : 13, -11, -13
CC(C)(C)n1nnnc1C(c1ccccc1)N1CCN(C(=O)C2CCCO2)CC1 (stereo unspecified)
 : 13, -5, -3
CC(C)(C)OC(=O)N1CCCN(C(c2ccnc3ccccc23)c2nnnn2-c2ccc3c(c2)OCCO3)CC1 (stereo unspecified)
 : 1, -6, -16
COCCCNC(=O)C[C@@H]1C[C@@]2(C(=O)OC)CCCCC=C2N(Cc2ccc(Cl)cc2Cl)C1=O
 : 6, -5, -19
C=C1C(=O)CC2=C1[C@](Cc1ccc(F)cc1)(C(=O)OC)N(C(=O)c1ccccc1)C2
 : 14, -7, 5
COc1cccc(-c2nc3nc(C)cc(C)n3c2Nc2c(C)cccc2C)c1
 : -19, -10, -21
COC(=O)[C@@]1(Cc2ccc(F)cc2)[C@H]2c3cc(C(=O)N4CCCC4)n(Cc4cc(F)cc5c4OCOC5)c3C[C@H]2CN1C(=O)c1ccccc1
 : -13, -7, -43
CCCCNc1nc(NCc2ccccc2)nc2ccccc12
 : 7, -5, 20
O=C(NC1CCCCC1)C1c2ccccc2OCC(=O)N1Cc1ccccn1 (stereo unspecified)
 : -1, -2, 0
CN(Cc1ccccc1)C(=O)[C@@H]1CCCN1C(=O)[C@@H]1CCCN1C(=O)c1cccs1
 : -2, -6, -17
O=S1(=O)N[C@H](Cc2ccccc2)COc2cccc(N3CCSCC3)c21
 : 13, -4, -9
O=c1[nH]c(=S)[nH]c2c1C(C1CCCCC1)OC(C1CCCCC1)C2 (stereo unspecified)
 : -18, -6, -41

The list goes on.
Every second line gives: HIF-2a inh, CaV13 FRET inh, NR2E3 ag
CCCCCc1c(Cc2ccccc2)ncn1CCc1ccccc1OC
 : -15, -2, 37
COCc1cn(CC(=O)c2sc(NC(=O)C(C)(C)C)nc2C)nn1
 : 1, -9, -31
COC(=O)c1ccc(N2C(c3cc(OC)cc(OC)c3)=Cc3ccc(-c4cnc(OC)nc4)cc3C2CC(=O)C2CC2)cc1 (stereo unspecified)
 : 15, -4, -19
Cc1cccc(C(=O)N2CCC(=O)N([C@H](COCc3ccccc3)Cc3ccccc3)CC2)c1
 : 7, -7, -3
CCOC(=O)c1cc2cc(OC)ccc2n1C1CCN(C)CC1
 : -7, -7, -24
Cc1cc(C)n2c(NC3CCCC3)c(-c3ccc(F)cc3)nc2n1
 : -11, -5, 3
CS(=O)(=O)N1Cc2cc(C(=O)NCC3CC3)nc(-c3cccc(-c4cccnc4)c3)c2[C@H]1CCO
 : 18, -7, -18
Nc1[nH]c(C(=O)c2ccccc2)c(-c2ccc(Br)cc2)c1C(=O)NC1CC1
 : 10, -8, 7
Cc1ccc(-c2nc3c4ccccc4ccn3c2CC2CCCCC2)cc1
 : -61, -8, -86
Cc1cccc(CN2CCN(C3CN(Cc4cn(Cc5ccc(Cl)cc5)nn4)S(=O)(=O)C3)CC2)c1 (stereo unspecified)
 : -4, -8, -2
COc1ccc(C2=C(c3ccccc3)OC(OC)c3cc(F)ccc32)cn1 (stereo unspecified)
 : -8, -5, 2
O=c1oc(=S)oc2c1[C@H](c1ccc(Cl)cc1)O[C@H](C1CC1)C2
 : -11, -5, 4
COc1ccc(-c2cc3c(o2)CCCC3OCCN2CCOCC2)cc1 (stereo unspecified)
 : -196, -7, -25
COc1ccc2c(c1)C(CC(C)=O)N(c1ccc(-c3cnc(OC)nc3)cc1)C(c1ccsc1)=C2 (stereo unspecified)
 : 8, -11, 3
CCOC(=O)[C@]12CCC=C1N(Cc1ccc3c(c1)OCO3)C(=O)[C@H](CC(=O)NCCC(C)C)C2
 : 0, -9, -4
CCCCNC(=O)C[C@@H]1C[C@@]2(C(=O)OCC)CCC=C2N(Cc2ccc(Cl)cc2Cl)C1=O
 : -4, -4, 3
COC(=O)c1ccc2nc(-c3ccc(Cl)cc3)c(Cc3ccc(OC)cc3C)n2c1
 : -35, -5, 14
COc1ccc(CN2C(=O)c3ccccc3C2c2nnnn2C(C)C)cc1OC (stereo unspecified)
 : 3, -7, 1
